Bioassay records from PubChem BioAssay.
TWEAK Fn14 block – inhibitors of TWEAK-Fn14 signaling, primary screen, luciferase reporter cells, uHTS | TWEAK-stimulated Fn14 reporter cells, luciferase luminescence, 8 h | inhibition, % at 10 µM | 360,000 tested, 2% active | AID 1159606, 2016; in the data active = inhibition above about 50%
SRC3 inh – SRC3 coactivator transcriptional activity inhibitors, primary screen, cell-based, luminescence; inhibition, % at 3.6 µM; HEK293 GAL4-SRC3 luciferase reporter; 360,000 tested, 0.17% active; Nuclear receptor coactivator 3 (Homo sapiens), Q9Y6Q9;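 active = inhibition above a per-campaign cutoff, the mean of all compounds plus 3 SD, cut at about 60% in these data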;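 note: 0% = DMSO-treated cells and 100% = gossypol-treated cells at 36 µM; higher means less SRC3-driven luciferase light from the GAL4 reporter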
LMP1 NFkB inh – EBV LMP1-driven NF-kappaB luciferase reporter inhibitors, primary screen, cell-based, luminescence, single point. 350,000 tested, 0.69% active. inhibition, % at 12.5 µM. LMP1-induced NF-kappaB luciferase reporter cells. AID 504558, 2011; in the data active = inhibition above about 41%;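 note: 0% = neutral control wells and 100% = reference inhibitor control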
SRC1 inh – SRC1 coactivator transcriptional activity inhibitors, primary screen, cell-based, luminescence; Nuclear receptor coactivator 1 (Homo sapiens), Q15788; HEK293 GAL4-SRC1 luciferase reporter; inhibition, % at 3.6 µM; 360,000 tested, 0.12% active; AID 588354, 2011;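 active = inhibition above the campaign mean plus 3 SD, with each screening campaign given its own cutoff, cut at about 60% in these data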;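 note: 0% = DMSO treated cells and 100% = gossypol at 36 µM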
TROY NFkB inh – inhibitors of TROY-driven NF-kB signaling, primary screen, Q293 LMP1-TROYcd cells, NF-kB luciferase, uHTS; 360,000 tested, 0.98% active; Q293 LMP1-TROYcd NF-kB luciferase reporter, 4 h; inhibition, % at 10 µM;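 active = compounds whose plate-normalised and pattern-corrected inhibition of the luciferase reporter signal at the single screening dose is 50% or more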
TLR9-MyD88 inh – inhibitors of TLR9-MyD88 association in cells, primary screen, cell-based, CHO, BLA complementation, fluorescence. CCF4 FRET ratio. inhibition, % at 4.98 µM. 340,000 tested, 0.21% active. Toll-like receptor 9 (Homo sapiens) + Myeloid differentiation primary response protein …;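 active = inhibition above the mean over all tested compounds plus 3 SD, cut at about 21% in these data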;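 note: 0% = DMSO only wells and 100% = clavulanate BLA inhibitor control wells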
SRC2 inh – inhibition of GAL4-SRC2 driven luciferase reporter, primary screen, SRC2 inhibitor project, cell-based, luminescence; inhibition, % at 9 µM; AID 651957, 2012; 370,000 tested, 0.17% active; Nuclear receptor coactivator 2 (Homo sapiens), Q15596; HEK293 GAL4-SRC2 luciferase reporter;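 active = inhibition above the mean inhibition of all tested compounds plus 3 SD, set per campaign, cut at about 52% in these data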;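 note: 0% = DMSO treated cells and 100% = cells given Gossypol at 36 µM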
NOD2-RIPK2 inh – NOD2-RIPK2 binding disruptors in cells, primary screen, fluorescence, CHO cells, BLA complementation; Receptor-interacting serine/threonine-protein kinase 2 (Homo sapiens), O43353; CCF4 ratio; inhibition, % at 4.98 µM; 360,000 tested, 0.38% active; in the data active = inhibition above about 21%;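 note: 0% = vehicle only and 100% = reference blocker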
TRAIL sens C8 – viability loss with TRAIL in NB7+C8 cells, primary screen, TRAIL sensitizer project, cell-based, ATPlite luminescence. inhibition (viability loss, TRAIL sensitization), % at 10 µM. 360,000 tested, 1% active;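 active = compounds causing at least 50% loss of cell viability in the single-dose screen, relative to plate controls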
NR5A2 inv ag – LRH-1 (NR5A2) inverse agonists, primary screen, cell-based, luminescence, HEK293T, StAR-luciferase reporter | LRH-1 transfected, 24 h | inhibition, % at 3.6 µM | AID 602396, 2012 | 360,000 tested, 0.13% active;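 active = inhibition above the mean inhibition of all tested compounds plus 3 SD, cut at about 73% in these data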;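 note: 0% = DMSO wells and 100% = reporter-only cells lacking LRH-1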
Target sequence (O00482 whole entry, looked up): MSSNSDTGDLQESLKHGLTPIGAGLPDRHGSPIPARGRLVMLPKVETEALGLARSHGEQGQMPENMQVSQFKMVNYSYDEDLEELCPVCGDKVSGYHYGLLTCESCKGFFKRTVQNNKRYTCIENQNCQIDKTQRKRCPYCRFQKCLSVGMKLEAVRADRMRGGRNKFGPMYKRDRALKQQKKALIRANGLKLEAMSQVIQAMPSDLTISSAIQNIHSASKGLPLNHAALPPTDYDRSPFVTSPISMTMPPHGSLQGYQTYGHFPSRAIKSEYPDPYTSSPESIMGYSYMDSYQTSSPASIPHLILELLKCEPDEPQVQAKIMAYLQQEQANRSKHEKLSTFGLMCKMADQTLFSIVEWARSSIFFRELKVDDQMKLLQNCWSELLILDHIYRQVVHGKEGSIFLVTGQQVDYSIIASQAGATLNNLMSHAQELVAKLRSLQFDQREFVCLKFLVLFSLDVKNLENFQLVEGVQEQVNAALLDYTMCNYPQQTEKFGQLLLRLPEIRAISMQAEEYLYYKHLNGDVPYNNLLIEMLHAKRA
NR2F2 inh – NR2F2 transcriptional activity inhibitors, primary screen, cell-based, luciferase reporter, HEK293T, luminescence; COUP transcription factor 2 (Homo sapiens), P24468; HEK293T NGFI-A luciferase reporter; inhibition, % at 8.6 µM; 370,000 tested, 0.7% active;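 active = inhibition above a per-plate cutoff, mean inhibition of test wells between control levels plus 3 SD, cut at about 38% in these data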;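 note: cells cotransfected with COUP-TFII expression vector driving the NGFI-A reporter; 0% = median of COUP-TF2 test wells and 100% = reporter-only cells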
Target sequence (P24468 whole entry, looked up): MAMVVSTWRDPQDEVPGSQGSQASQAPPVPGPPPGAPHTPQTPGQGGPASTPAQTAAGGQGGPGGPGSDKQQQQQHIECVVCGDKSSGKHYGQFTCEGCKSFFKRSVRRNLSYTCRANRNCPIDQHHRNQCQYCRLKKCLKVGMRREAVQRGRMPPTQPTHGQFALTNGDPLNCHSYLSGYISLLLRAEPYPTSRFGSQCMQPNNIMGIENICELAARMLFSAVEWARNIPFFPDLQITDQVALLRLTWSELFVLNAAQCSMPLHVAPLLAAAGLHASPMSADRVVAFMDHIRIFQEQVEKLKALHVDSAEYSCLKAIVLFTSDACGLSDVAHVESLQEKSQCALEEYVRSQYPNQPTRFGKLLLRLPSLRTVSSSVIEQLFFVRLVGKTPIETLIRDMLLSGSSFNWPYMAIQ
Starred values were filed as active, the others as inactive; / = not tested or not shown. This is a subset. The share of hits here may be higher or lower than overall.

SMILES	TWEAK Fn14 block	SRC3 inh	LMP1 NFkB inh	SRC1 inh	TROY NFkB inh	TLR9-MyD88 inh	SRC2 inh	NOD2-RIPK2 inh	TRAIL sens C8	NR5A2 inv ag	NR2F2 inh
CC(C)(C)NC(=O)CN(C(=O)CS(=O)CC(=O)Nc1ccc(F)cc1)c1ccc(Cl)cc1 (configuration not stated)	-2	-9	3	2	-1	-6	1	-10	-19	8	1
CCC(CC)NC(=O)COc1ccc(OC)cc1C=O	-5	9	5	2	12	4	-28	-3	-5	-11	-2
Clc1ccc(CN2CCN(c3ncccn3)CC2)c(Cl)c1	2	16	7	12	-22	-3	15	-3	-2	-5	1
N#CC(C(=O)Nc1ccc(Cl)c(Cl)c1)=C1Nc2ccccc2N1	-5	-5	-2	-8	-11	1	-1	-6	8	-3	0
CCOC(=O)c1cnc2ccc(C)cc2c1NCCO	-8	10	2	12	/	-7	10	1	2	-3	14
COc1ccc(Br)cc1CNc1ccc2[nH]c(=O)[nH]c2c1	19	3	-4	8	8	-6	20	9	2	10	-5
O=C(O)CSCC(=O)N1CCCN(c2ccc(C(F)(F)F)cn2)CC1	3	-11	-4	0	14	1	-27	4	-18	7	3
CCOC(=O)N1CCC(NC(=O)C2CCCN(S(=O)(=O)c3cccnc3)C2)CC1 (configuration not stated)	1	-5	-3	5	9	-6	-27	-6	1	6	8
CC(=O)c1ccc(N2CCN(S(=O)(=O)c3ccc4c(c3)CCC(=O)N4)CC2)cc1	-6	-14	/	4	-7	/	6	2	10	17	18
CCN(c1ccccc1)S(=O)(=O)c1nnc(NC(=O)c2ccccc2OC)s1	-2	-5	-12	-19	-6	4	-6	12	13	16	4
CCOc1ccc(N2CC(NS(=O)(=O)c3cccnc3)CC2=O)cc1 (configuration not stated)	-15	5	4	-2	23	-8	1	-11	-7	-8	12
O=C(NC1CCN(c2ncccn2)CC1)c1ccccc1Cl	0	1	2	-4	11	-5	3	7	3	10	-10
Cn1nnc2cc(C(=O)NC(C)(C)C)ccc21	-10	13	0	-5	3	16	-1	1	-2	-17	6
CC(C)c1ccccc1NC(=O)COC(=O)c1cc([N+](=O)[O-])ccc1N1CCOCC1	-12	-6	7	-54	6	-2	9	-6	-5	7	0
COC(=O)[C@]12CCCCC=C1N(Cc1ccc(Cl)cc1Cl)C(=O)[C@H](CC(=O)NCc1ccc(C)o1)C2	24	/	/	/	9	/	22	0	-6	-8	13
Cc1ccc(S(=O)(=O)N2CCCCC2C(=O)Nc2ccc(N(C)C)cc2)cc1 (configuration not stated)	-4	4	-4	-12	4	-6	7	3	-8	-9	11
COc1cc(OC)c(NS(=O)(=O)c2cc(C(=O)OC(C)C(=O)NC3CC3)c(Cl)cc2Cl)cc1Cl (configuration not stated)	-15	8	-3	-3	-2	-7	12	-1	-8	2	13
Cc1cccc(N(C(=O)C(F)(F)F)C(C(=O)NC2CCCCC2)c2cccs2)c1 (configuration not stated)	-18	11	-3	-2	-45	-6	-26	1	-3	-10	-12
O=C(CC1CC1)N[C@@H]1CC[C@@H](CCNS(=O)(=O)c2ccc(F)cc2)O[C@@H]1CO	/	/	/	/	/	/	-18	-3	3	1	4
CCN(Cc1ccccc1)C(=O)C(=O)c1cn(CC(=O)N2CCCC2)c2ccccc12	10	10	-5	2	7	0	-17	-5	-4	16	5

In the list so far, these have a CF3 group.
SMILES	TWEAK Fn14 block	SRC3 inh	LMP1 NFkB inh	SRC1 inh	TROY NFkB inh	TLR9-MyD88 inh	SRC2 inh	NOD2-RIPK2 inh	TRAIL sens C8	NR5A2 inv ag	NR2F2 inh
O=C(O)CSCC(=O)N1CCCN(c2ccc(C(F)(F)F)cn2)CC1	3	-11	-4	0	14	1	-27	4	-18	7	3
Cc1cccc(N(C(=O)C(F)(F)F)C(C(=O)NC2CCCCC2)c2cccs2)c1 (configuration not stated)	-18	11	-3	-2	-45	-6	-26	1	-3	-10	-12

The list goes on:
SMILES	TWEAK Fn14 block	SRC3 inh	LMP1 NFkB inh	SRC1 inh	TROY NFkB inh	TLR9-MyD88 inh	SRC2 inh	NOD2-RIPK2 inh	TRAIL sens C8	NR5A2 inv ag	NR2F2 inh
Cc1ccc(N2C(=S)N=C(Nc3ccccc3C)C23CCOC(C)(C)C3)cc1 (configuration not stated)	13	6	1	-3	5	-6	3	-2	6	-2	12
COc1ccc(/C=C/C(=O)NC(=S)NNC(=O)c2cnccn2)cc1	-22	10	30	-20	17	5	4	-4	21	11	-19
O=C(Nc1nc2c(s1)CCCC2)Oc1ccccc1	-8	-7	-14	-14	-13	6	-29	13	1	19	-10
COc1cc(OC)cc(C(=O)NNC(=O)CCNC(=O)c2ccc(Br)cc2)c1	-7	5	-6	-14	7	-14	14	4	-2	-12	-1
CCOc1ccc(NC(=O)C2CCCN2C(=O)OCc2ccccc2)cc1 (configuration not stated)	28	9	-7	-16	-1	12	-21	2	0	-1	-1
COc1ccc(N(CC(=O)NCCSc2ccccn2)S(=O)(=O)c2ccc(C)cc2)cc1OC	-16	-4	-7	1	-12	0	9	-7	-2	6	-4
COc1ccc(N(CC(=O)Nc2ccc(C(N)=O)cc2)S(=O)(=O)c2ccc(C)c([N+](=O)[O-])c2)cc1	3	16	11	-8	-14	5	-13	-6	-1	-19	0
Cc1cc(C)nc(/N=C(\N)C2=C(O)CC(C)(C)CC2=O)n1	-20	-22	-4	-36	-23	1	-13	4	-6	-16	1
CCOc1cc(C2CC(=O)N3CN(C4CCCCC4)CSC3=C2C#N)ccc1O (configuration not stated)	18	14	-5	5	9	8	-16	-13	3	5	-7
CC1(CC(=O)N/N=C/c2ccc(-c3ccc(C(=O)O)cc3)o2)OCCO1	6	17	-4	-1	-5	-7	17	9	-6	-9	7
CC(/C=N/NC(=O)c1cc(-c2ccc(C)o2)[nH]n1)=C\c1ccccc1	21	-7	-9	-10	2	-2	-25	3	7	-6	4
CC(C)Cn1c(SCC(=O)N(C)C2CCS(=O)(=O)C2)nc2cc(Cl)ccc2c1=O (configuration not stated)	-9	7	-3	1	-8	7	-14	2	-6	4	5
O=C(O)C1CCCN1c1ncnc2ccccc12 (configuration not stated)	14	5	7	-8	-12	-6	4	0	15	13	-5
COc1ccc(CC(NC(C)=O)C(=O)NC2CCN(C(=O)c3cccc(Cl)c3)CC2)cc1OC (configuration not stated)	-4	1	-1	-12	-9	-6	-14	-6	-11	-13	-3
O=C(CCNC(=O)N1CC(=O)Nc2ccccc21)Nc1ccc(Cl)cc1	5	6	-4	-10	7	-5	-37	-7	-6	0	0
Cc1ccc(-n2c(SCc3ccc(C(=O)O)cc3)nnc2-c2ccncc2)cc1	-5	17	-2	1	11	2	-16	4	6	16	-17
COc1ccc(C(=O)N/C(=C\c2cn(C)c3ccccc23)C(=O)NCCCN2CCOCC2)cc1OC	27	-6	-4	18	-13	-10	13	2	-11	-6	7
C[C@H](CO)N1C[C@H](C)[C@@H](CN(C)C(=O)NC2CCCCC2)Oc2c(NS(=O)(=O)c3ccccc3)cccc2C1=O	14	-2	0	2	-12	-6	-24	0	50*	-27	-5
CCCC(=O)Nc1cc(S(=O)(=O)N2CCCCC2)ccc1N1CCOCC1	7	8	3	1	-10	2	-4	-6	-5	-22	-9
O=C1c2cccnc2C(Nc2ccc(Cl)cc2)N1Cc1cccs1 (configuration not stated)	-7	17	-5	6	3	-3	-8	7	-4	-14	-8
CCCC(=O)Nc1cccc(-c2nc3cc(C)c(C)cc3o2)c1	22	-74	-21	-107	26	0	-81	-2	28	-89	-44
Cc1ccc(C(=O)CCC(=O)OCC(=O)Nc2c(C)nn(-c3ccccc3)c2C)cc1	-13	21	1	-65	-14	0	0	-3	16	-9	7
CCCCNC(=O)C[C@@H]1C[C@@]2(C(=O)OCC)CCC=C2N(Cc2ccc(Cl)cc2Cl)C1=O	-2	/	/	/	4	/	-9	-7	-3	-24	2
CCc1nc2ccccc2c2nc3ccccc3n12	-13	-11	-1	-3	-24	-11	21	5	8	5	-32
CC(=O)Nc1cccc(-c2nn[nH]n2)c1	5	13	-11	-5	5	-9	-27	-10	1	4	-1
O=C(Nc1ccc(F)cc1F)NC1CCCc2ccccc21 (configuration not stated)	15	9	-7	5	-8	-3	-13	0	23	-7	-20
COC(=O)c1cc(OC)c(OC)cc1NC(=S)N1CCC(C(N)=O)CC1	0	13	2	3	22	5	0	-1	-7	16	-15
CCC(C(=O)NCCCc1ccccc1)c1ccccc1 (configuration not stated)	21	17	-7	0	-2	-6	-11	1	-7	5	9
Cc1ccc(-n2nnnc2SC(C(=O)c2c[nH]c3ccccc23)c2ccccc2)cc1 (configuration not stated)	-26	6	3	9	-7	-8	16	-5	-6	1	-8
N#Cc1c(-c2cccs2)cc(-c2cccnc2)nc1N	-2	1	-4	14	-14	-5	-3	-4	4	35	-6
c1ccc(N2CCN(Cc3cn4cccnc4n3)CC2)cc1	14	-7	2	-1	-7	-11	-40	-4	-2	1	3
O=C(CN1C(=O)c2ccc([N+](=O)[O-])cc2C1=O)NC1CCCCCC1	0	6	-10	-2	3	-2	-11	-3	-5	3	-1
COC(=O)c1cc(C#N)c(Oc2cccc(C)c2C)nc1C	-17	19	3	-14	-24	-1	-20	-1	-5	22	13
CCC(Cc1ccccc1)NC(=O)CN(C)S(=O)(=O)c1ccc2c(c1)c(=O)n(C)c(=O)n2C (configuration not stated)	13	-4	-3	-4	-3	-2	-6	-2	-5	16	-3
O=C(COC(=O)c1ccc(S(=O)(=O)NCc2ccco2)cc1)NCc1ccccc1	19	7	-5	9	6	-4	-11	-5	-19	-2	14
COc1ccc(OC)c(S(=O)(=O)N2CCN(C34CC5CC(CC(C5)C3)C4)CC2)c1	-11	-1	-2	-33	-6	-4	2	3	11	5	11
CCc1cc2c(=O)c(-c3nc4ccccc4n3C)c(C)oc2c(CN(CC)CC)c1O	-10	9	5	12	-5	-13	12	-12	-14	10	19
COC(=O)CN1C(C)=Nc2ccc(Br)cc2C1c1ccccc1 (configuration not stated)	-28	20	0	-5	7	2	-6	-1	11	1	-10
COc1ccc(-c2ccc3c(c2)C2CC3CCN2S(=O)(=O)c2ccccc2C)cc1 (configuration not stated)	16	-28	24	3	16	-12	-15	3	17	-24	0
Cc1cccc(C(=O)Nc2ccc(N3CCN(c4ccc(C(F)(F)F)cn4)CC3)nc2)c1	-43	13	11	-17	-10	-2	10	-2	-3	8	9
CC1=CC2=NC(=O)/C(=C\c3cc(C)n(-c4ccc(F)cc4)c3C)C(=N)N2O1	-24	-5	-18	8	-13	3	-10	-7	4	-7	8
CC(=O)NC1=NN(C(C)=O)C(C)(c2ccco2)S1 (configuration not stated)	-3	-5	-4	-13	-21	-2	7	-5	-2	-26	14
CCOC(=O)c1cn(Cc2ccccc2)nn1	0	0	4	-10	-13	5	5	-4	8	6	-4
